# Screening data from PubChem BioAssay.
# aDG glyco act = activators of alpha-DG glycosylation, primary screen, uHTS, Pro5-aDG cells, AlphaScreen; alpha-DG glycosylation AlphaScreen (IIH6); 0% Pro5, 100% B10-LARGE cell signal; activation, % at 10 µM; 360,000 tested, 0.22% active;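 active = activation of at least 8% versus controls, or a plate z-score of at least 8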;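 note: Pro5 are CHO cells carrying HIG-tagged alpha-DG that lacks glycosylation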
# ABCB6 inh MLPCN = ABCB6 transporter inhibitors, primary screen, K562-ABCB6 cells, flow cytometry, MLPCN library. K562-ABCB6 porphyrin accumulation, 1 h; hits give low values. fluorescence ratio to DMSO, % at 10 µM. ATP-binding cassette sub-family B member 6 (Homo sapiens), Q9NP58. 360,000 tested, 0.19% active;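 active = fluorescence ratio to DMSO below 75%, the collection mean minus 3 SD; inconclusive = too few cells collected in the well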;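 note: signal is porphyrin accumulated inside mitochondria; 100% equals median channel fluorescence of DMSO control wells; lower ratio means ABCB6 inhibition with less porphyrin fluorescence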
# Target sequence (Q9NP58 whole entry, looked up): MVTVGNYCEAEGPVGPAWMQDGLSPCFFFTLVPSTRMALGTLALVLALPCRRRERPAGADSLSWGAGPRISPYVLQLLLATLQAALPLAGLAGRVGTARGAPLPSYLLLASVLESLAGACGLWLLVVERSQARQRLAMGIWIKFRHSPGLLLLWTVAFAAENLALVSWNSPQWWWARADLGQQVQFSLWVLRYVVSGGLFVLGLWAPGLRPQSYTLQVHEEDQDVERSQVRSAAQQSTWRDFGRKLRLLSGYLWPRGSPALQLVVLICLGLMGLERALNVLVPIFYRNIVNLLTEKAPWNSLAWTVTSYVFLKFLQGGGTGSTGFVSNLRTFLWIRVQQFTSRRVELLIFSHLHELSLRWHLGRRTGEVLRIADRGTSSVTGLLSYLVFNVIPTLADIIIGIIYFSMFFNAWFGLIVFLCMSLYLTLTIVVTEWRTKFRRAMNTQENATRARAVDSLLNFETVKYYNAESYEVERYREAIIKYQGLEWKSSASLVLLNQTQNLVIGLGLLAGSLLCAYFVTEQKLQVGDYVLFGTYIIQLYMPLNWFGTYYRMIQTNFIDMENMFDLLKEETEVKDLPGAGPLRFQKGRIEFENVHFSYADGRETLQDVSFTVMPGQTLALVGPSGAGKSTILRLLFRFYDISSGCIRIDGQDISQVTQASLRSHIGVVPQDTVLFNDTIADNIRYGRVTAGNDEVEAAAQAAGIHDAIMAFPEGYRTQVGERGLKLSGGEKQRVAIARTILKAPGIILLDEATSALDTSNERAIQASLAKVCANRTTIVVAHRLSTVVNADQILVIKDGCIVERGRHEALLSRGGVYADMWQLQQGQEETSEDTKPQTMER
# Vif imaging = HIV Vif self-association inhibitors, primary screen, imaging, HEK293T, single point. HEK293T cells, Vif self-association by quenched fluorescence, 24 h. inhibition, % at 7.49 µM. 340,000 tested, 0.35% active. AID 602346, 2012; in the data active = inhibition above about 50%, passing the limit was not always enough; inconclusive = no clear call, values can overlap the other calls; inactive = below about 31%; note: some results filed as inactive read as strong as hits
# CaV13 ICDI inh = Primary screen for inhibitors of IQ motif and Ca2+-dependent inactivation inhibitor domain binding in CACNA1D, Förster resonance energy transfer in living cells, …. HEK cells, CFP/YFP FRET ICDI-IQ, plate reader, 10 min; percent FRET-ratio fall versus neutral wells. 340,000 tested, 0.098% active. inhibition, % at 12.3 µM. AID 743397;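 active = mean replicate inhibition of at least 30% and at least 1% of replicates passing that level; inconclusive = only one of the two criteria is met; inactive = neither criterion is met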;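 note: 0% = median of the neutral control wells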
# MC4R antagonist = MC4R antagonists of cAMP signaling, primary screen, cell-based, TR-FRET, antagonist arm of biased-ligand search. 360,000 tested, 0.48% active. inhibition, % at 6.5 µM. MC4R-expressing cells, MTII-stimulated cAMP, LANCE TR-FRET;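 active = inhibition above its plate's cutoff, the mean of tested wells on that plate plus 3 SD, cut at about 29% in these data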;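 note: 0% = Melanotan II alone and 100% = Melanotan II plus saturating MCL0020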
#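 Material: human MC4R-expressing U2OS cells. Probe or stimulus: Melanotan II challenge. Dosing: 6.5 µM single dose. Times: 30-min compound, 1-h challenge, 1-h detection, room temperature. Technique: TR-FRET with Eu-cAMP and labeled anti-cAMP, 671 nm. Replication: singlicate.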
# Cardio protect = cardioprotection against H2O2-induced cell death, primary screen, uHTS, H9c2 cells, ATPLite luminescence. H9c2 cardiomyocytes, H2O2 injury protection, 2 h. protection from H2O2 cell death, % at 20 µM. 360,000 tested, 0.63% active. AID 588492, 2011;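 active = compounds giving at least 50% protection of heart cells from peroxide-induced death in the single-dose screen, raw or plate-pattern-corrected value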;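 note: 0% = DMSO wells with peroxide and 100% = DMSO wells without peroxide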
# MC4R ag barr = MC4R agonists recruiting beta-arrestin, primary screen, cell-based, luminescence, agonist arm of biased-ligand search; AID 540308, 2011; activation, % at 8.9 µM; Melanocortin receptor 4 (Homo sapiens), P32245; U2OS MC4R beta-arrestin complementation; percent of melanotan II response, DMSO zero; 360,000 tested, 0.98% active;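 active = activation above a per-plate cutoff, the mean activation of sample wells on that plate plus 3 SD, cut at about 8% in these data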
# Glyco luc inh = increase of ERlucT glycosylation luciferase signal, primary screen, N-linked glycosylation inhibitor project, D54 ERlucT cells, luminescence, set 2. 360,000 tested, 0.23% active. D54 ERlucT glycosylation luciferase reporter, 24 h; percent of 100 nM tunicamycin response. reporter increase, % at 12.5 µM;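 active = mean luciferase reporter signal, scaled so untreated is 0 and the glycosylation-blocking control 100, at or above a set limit in every replicate; inconclusive = mean reaches the limit but not every replicate does; inactive = mean below the limit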;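 note: luciferase carries N-glycosylation sites so blocking glycosylation raises the light; 0% = median of neutral control wells and 100% = median of 100 nM tunicamycin wells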
# m5-HT2A agonist = mouse Htr2a agonists via beta-arrestin recruitment, primary screen, cell-based, luminescence | CHO-K1 mHTR2A beta-arrestin complementation; percent of 30 µM serotonin response | activation, % at 7.6 µM | 360,000 tested, 0.66% active;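 active = activation above a run cutoff, the mean activation of all tested compounds plus 3 SD, cut at about 14% in these data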;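 note: 0% = plate median of compound wells and 100% = 30 µM serotonin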
# PDI inh = inhibitors of human PDI, primary screen, biochemical, turbidity, single point, plate reader | inhibition, % at 10 µM | Protein disulfide-isomerase (Homo sapiens), P07237 | 350,000 tested, 0.052% active | PDI insulin aggregation turbidity, A650, 90 min;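 active = mean inhibition across replicates of 30% or more, whatever share of single replicates reach that level; inconclusive = mean inhibition below 30% while every single replicate reaches 30%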;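 note: absorbance from insulin aggregation driven by PDI reduction with DTT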
# Active calls of the source: *; u = inconclusive; x = no result given. Random draw from the library; overall some 3.6% were active at least once.
SMILES,aDG glyco act,ABCB6 inh MLPCN,Vif imaging,CaV13 ICDI inh,MC4R antagonist,Cardio protect,MC4R ag barr,Glyco luc inh,m5-HT2A agonist,PDI inh
CC(C)(C)OC(=O)[C@H](Cc1ccccc1)NC(=O)c1[nH]cnc1C(=O)N[C@@H](Cc1ccccc1)C(=O)OCc1ccccc1,-0.2,99.0,x,5.7,3.4,20.5,-1.1,1.0,0.3,-3.6
Clc1ccc2c(c1)c1ccccc1n2CN1CCOCC1,0.0,98.0,u,x,-12.4,-3.2,1.6,-3.0,0.8,1.1
O=C1CCCc2ccccc2N1Cc1ccccc1Cl,0.3,95.0,12.6,x,0.7,-0.3,-1.0,-1.3,-6.3,1.6
COc1ccc2nc(C)cc(Nc3ccc(N4CCN(C)CC4)cc3)c2c1,-0.1,99.0,-9.9,-18.4,8.2,5.0,-1.1,66.6*,-6.0,18.4
CCC(C)Sc1nc2c(c(=O)[nH]c(=O)n2C)n1Cc1ccccc1Cl (stereo not drawn),0.1,98.0,0.5,-2.8,10.3,-14.7,3.6,-4.1,1.5,x
Cc1ccc(S(=O)(=O)/N=C2/NC(=O)/C(=C/c3cccnc3)S2)cc1,-0.3,110.0,12.6,x,9.5,2.9,0.4,0.7,9.1,-4.9
O=C(COC(=O)C1CCN(S(=O)(=O)c2cccc3cccnc23)CC1)c1ccc(F)cc1,0.0,96.0,1.8,-5.6,14.4,11.4,-0.2,0.1,-7.4,-3.4
COCCn1c(SCC(=O)Nc2nc(C)c(Cl)cc2Cl)nc2ccccc21,0.0,144.0,-8.5,-4.4,-3.3,-6.1,-3.0,-5.1,1.9,8.2
Cc1ccc(NC(=O)C(Cc2ccccc2)NC(=O)c2ccco2)cc1 (stereo not drawn),-0.1,98.0,-4.8,-7.1,14.3,-3.1,0.2,-0.8,-6.0,-5.1
CNCC(O)C(O)C(O)C(O)CO (stereo not drawn),-0.4,101.0,2.3,x,5.9,-1.0,-1.7,-0.4,1.1,x
COc1ccccc1C(=O)NCCC(=O)Nc1ccc(S(=O)(=O)N2CCCC(C)C2)cc1 (stereo not drawn),0.0,101.0,-3.7,-5.9,4.2,-5.8,-1.5,-1.0,2.5,-2.1
COc1ccc(S(=O)(=O)N2CCC(C(=O)NCCc3ccccc3)CC2)cc1OC,0.0,104.0,x,-6.1,9.2,1.4,-1.2,0.6,2.8,0.6
CC(Nc1ccc(N2CCOCC2)cc1)C(=O)N1c2ccccc2CC1C (stereo not drawn),-0.1,94.0,-0.6,-2.1,-5.6,-0.6,-0.1,2.0,3.3,0.6
Cn1c(=O)c2c(nc(Oc3ccccc3Cl)n2C)n(C)c1=O,0.1,95.0,-9.2,-18.5,9.6,5.9,2.0,-4.7,3.4,-2.8
CC1=[N+](C)N(c2ccccc2)C(=O)C1N=Cc1ccc(Cl)cc1 (stereo not drawn),-0.2,97.0,x,-4.5,1.5,4.8,1.3,-0.6,2.3,4.0
COC(=O)C1C(C(C)C)N(c2ccccc2)OC1(C)O (stereo not drawn),0.0,99.0,-3.7,-7.3,5.2,-0.3,0.8,1.5,-3.0,5.6
O=C(NCc1cccc(C(F)(F)F)c1)C1CC(c2c(Cl)cccc2Cl)=NO1 (stereo not drawn),0.3,101.0,13.0,-5.5,-8.2,-4.6,0.5,6.7,-3.8,-2.6
O=C(COC(=O)c1cccc(O)c1)Nc1ccc(OC(F)F)cc1,0.6,99.0,-3.8,-4.1,-0.3,-4.7,-0.7,0.4,9.2,2.6
CCOc1cc(N2CCOCC2)c(OCC)cc1NC(=O)c1cccc(N(C)C)c1,-0.1,94.0,1.0,6.0,3.2,-2.8,-0.4,0.5,-3.7,0.9
CS(=O)(=O)N1N=C(c2ccc(Br)cc2)CC1c1cccs1 (stereo not drawn),0.4,119.0,-9.0,-4.6,14.8,-6.8,0.7,-1.7,1.5,3.0
CCn1c(=O)c(C(=O)CN2CCCc3ccccc32)c(N)n(Cc2ccccc2)c1=O,0.0,142.0,27.8,-5.6,16.7,4.5,0.5,-2.7,-1.0,-0.8
COc1ccc2nc(SC)c(C#N)cc2c1,-0.2,103.0,-3.2,-21.2,-5.7,-3.4,6.2,0.9,0.1,-2.3
CCc1ccc(NC(=S)N2CCCC(C(F)(F)F)C2)cc1 (stereo not drawn),0.4,100.0,-2.1,-20.2,-3.3,0.2,-3.1,0.1,6.3,-8.0
CCn1c(OC)nc2c1c(=O)n(C)c(=O)n2C,-0.2,94.0,-1.1,-2.3,6.9,-1.8,1.1,2.4,0.1,-0.7
O=C(NC1CCN(Cc2ccccc2)CC1)C1CCN(c2nnc(-n3cccc3)s2)CC1,0.1,99.0,3.9,-2.5,4.2,-8.4,0.9,-3.1,-0.7,x
CCOC(=O)NC(=O)CSc1nnnn1-c1ccc(Cl)cc1,-0.1,99.0,-5.3,-7.7,-2.3,1.4,0.2,2.3,-3.1,-2.8
COc1cccc(NC(=O)C(=O)N/N=C(\C)CC(=O)Nc2ccc(NC(C)=O)cc2)c1,-0.2,98.0,1.1,-2.2,-1.4,-2.5,-0.8,0.5,-0.3,14.2
COc1ccc(-n2c(C)c(C)c3c(NCCN(C)C)ncnc32)cc1,-0.1,98.0,1.7,-4.2,0.4,11.5,1.9,-4.4,-4.4,5.9
CCOC(=O)C1(C)CCCN(C(=O)c2c(F)ccc(C)c2F)C1 (stereo not drawn),0.1,103.0,1.1,-6.4,15.8,4.2,0.0,0.3,0.9,7.4
CCn1c(SCCOc2ccc(Cl)cc2)nnc1-c1cccs1,0.3,94.0,-18.8,-4.4,0.6,-1.4,-1.3,-0.4,5.2,-2.5
COc1ccc(CCOC2OC(CO)C(OC(=O)/C=C/c3ccc(O)c(OC)c3)C(O[C@H]3O[C@@H](C)[C@H](O)[C@@H](O)[C@H]3O)C2O)cc1O (stereo partly drawn),0.2,103.0,2.4,x,17.6,3.3,1.6,2.5,-2.6,x
COc1ccc(-n2c(COc3ccc(Cl)cc3)nnc2SCc2ccc(C#N)cc2)cc1,0.0,96.0,x,-3.6,13.9,-2.5,-1.5,-7.3,3.4,-11.1
COC(=O)C1C(=O)C2=C(CC1C)NC(C)=C(C(=O)OC(C)C)C2c1ccc(OC)c(O)c1 (stereo not drawn),0.1,73.0*,12.3,-6.2,-5.6,1.6,-2.3,2.5,3.2,-13.0
C[C@@]12C(=O)N(Cc3ccccc3)CC(=O)N1[C@H]1c3cc(Cl)ccc3OC[C@@H]1[C@@H]2c1ccccc1,0.3,98.0,10.2,-10.2,-2.6,0.6,0.6,-4.9,2.0,4.5
CN(C(=O)CSc1nnc(-c2cccc(F)c2)n1N)C1CCS(=O)(=O)C1 (stereo not drawn),0.3,98.0,1.7,-3.2,-1.2,-2.6,-2.5,-2.0,1.3,2.2
NC(=O)C1CCN(C(=O)CSc2ccccn2)CC1,-0.2,99.0,x,-8.1,6.1,2.1,0.7,-0.7,2.2,-1.5
Cc1ccc(S(=O)(=O)N2C[C@H]3C(=O)C[C@@H](c4ccccc4)N(S(=O)(=O)c4ccc(Br)cc4)[C@H]3C[C@H]2c2ccccc2)cc1,-0.4,92.0,x,-3.5,x,-1.4,x,-3.8,-3.3,x
CCCCCO,0.2,99.0,3.7,x,2.6,6.5,1.0,0.7,0.1,x
O=C(Nc1ccnn1C1CCN(C(=O)c2ccc(F)c(Cl)c2)CC1)C1CC1,0.0,102.0,-7.6,-6.0,18.3,-2.2,-0.7,2.6,-10.0,6.4
CS(=O)(=O)N1N=C(c2ccccc2)CC1c1cccs1 (stereo not drawn),0.6,106.0,2.5,-5.2,1.7,1.4,-1.4,-1.3,-0.3,-1.7
Nc1cccc(-c2nc3ccc(N)cc3s2)c1,-0.3,104.0,7.2,x,15.8,-30.6,-1.1,-6.2,-2.6,6.1
O=C(Nc1cccnc1)c1ccccc1Oc1ccccc1,0.4,109.0,x,-3.7,-2.4,-9.1,-2.2,1.0,-0.1,0.4
CN1C(=O)c2cccc3c(S(=O)(=O)NCc4ccco4)ccc1c23,0.1,99.0,8.4,x,-1.1,-4.5,-2.4,14.2,-6.5,23.7
COc1ccc(CN2CCN(C(=O)CC(C)C)CC2)cc1OC,-0.1,102.0,-14.4,-5.2,-1.5,-18.4,-1.1,1.4,-2.7,1.8
O=[N+]([O-])c1ccc(C2=CSC3=NCCN23)cc1,0.1,99.0,-15.2,-4.1,-3.5,-0.8,-0.8,-0.1,2.8,-4.8
C/C(=N\NC(=O)c1cc2c(s1)CCC(C)C2)c1cccnc1 (stereo not drawn),-0.3,93.0,-0.3,-18.0,-2.3,0.3,0.8,-1.4,-0.1,4.3
CC(C)c1onc(C(=O)N2CCOCC2)c1[N+](=O)[O-],-0.1,103.0,-2.6,7.3,-1.1,0.1,-2.3,0.3,0.5,4.9
O=C(Nc1ccccc1C(=O)Nc1ccncc1)c1ccc([N+](=O)[O-])cc1,0.0,93.0,-1.8,-1.8,1.7,-4.2,-1.8,-0.7,-10.0,-6.0
CCOc1nc(-c2ccc(OC)cc2)ccc1-c1noc(-c2ccncc2)n1,0.2,94.0,4.3,-2.7,6.8,-2.9,-0.1,1.0,3.5,8.0
CC(C)(C)OC(=O)C[C@H]1C/C=C\C[C@@H](CC(=O)N(CCO)Cc2ccccc2)C(=O)N[C@@H](Cc2ccccc2)COC1=O,-0.1,93.0,6.1,-11.1,5.1,12.6,-2.1,-2.6,-11.0,-4.4
C=CCNC(=O)c1onc(CSc2ccccc2)c1C(=O)NCC=C,0.5,98.0,-5.0,-5.3,-0.7,0.7,0.7,1.1,5.7,-8.4
Cc1cc(C)c(C)c(S(=O)(=O)N2CCN(C)CC2)c1C,0.3,98.0,11.7,17.0,5.6,15.5,-2.0,1.4,-5.7,-3.6
